High-throughput results as filed in PubChem BioAssay.
DAX1 inh-1 – DAX1 (NR0B1) inhibitors, primary screen, cell-based, HEK293, Gal4-DAX1, luciferase luminescence; HEK293 Gal4-DAX1 luciferase reporter; inhibition, % at 6.75 µM; Nuclear receptor subfamily 0 group B member 1 (Homo sapiens), P51843; AID 504766, 2011; 0.99% of 340,000 active;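 active = inhibition above the mean over all tested compounds plus 3 SD, cut at about 4.2% in these data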;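 also: 0% = DAX1-transfected cells with DMSO and 100% = empty-vector control cells with DMSO; inhibition shows as a rise in luminescence from relieved DAX1 repression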
Target sequence (P51843 207-470 limits assumed): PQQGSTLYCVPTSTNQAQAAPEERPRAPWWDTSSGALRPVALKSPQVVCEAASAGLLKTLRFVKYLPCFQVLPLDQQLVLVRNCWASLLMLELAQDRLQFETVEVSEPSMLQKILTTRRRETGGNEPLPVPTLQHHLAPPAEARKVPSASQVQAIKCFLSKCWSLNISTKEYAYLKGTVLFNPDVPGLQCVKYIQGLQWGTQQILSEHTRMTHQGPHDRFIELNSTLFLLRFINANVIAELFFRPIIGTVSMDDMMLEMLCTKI
ADAM17 inh – ADAM17 inhibitors, primary screen, biochemical, QFRET | inhibition, % at 6.95 µM | Disintegrin and metalloproteinase domain-containing protein 17 (Homo sapiens), P78536 | recombinant ADAM17, EDANS/DABCYL FRET peptide cleavage | 0.83% of 370,000 active;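 active = inhibition above the mean of compounds lying between control limits plus 3 SD, set per campaign, cut at about 8.5% in these data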;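 also: 0% = DMSO-only wells as the low control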
Target sequence (P78536 215-824 limits assumed): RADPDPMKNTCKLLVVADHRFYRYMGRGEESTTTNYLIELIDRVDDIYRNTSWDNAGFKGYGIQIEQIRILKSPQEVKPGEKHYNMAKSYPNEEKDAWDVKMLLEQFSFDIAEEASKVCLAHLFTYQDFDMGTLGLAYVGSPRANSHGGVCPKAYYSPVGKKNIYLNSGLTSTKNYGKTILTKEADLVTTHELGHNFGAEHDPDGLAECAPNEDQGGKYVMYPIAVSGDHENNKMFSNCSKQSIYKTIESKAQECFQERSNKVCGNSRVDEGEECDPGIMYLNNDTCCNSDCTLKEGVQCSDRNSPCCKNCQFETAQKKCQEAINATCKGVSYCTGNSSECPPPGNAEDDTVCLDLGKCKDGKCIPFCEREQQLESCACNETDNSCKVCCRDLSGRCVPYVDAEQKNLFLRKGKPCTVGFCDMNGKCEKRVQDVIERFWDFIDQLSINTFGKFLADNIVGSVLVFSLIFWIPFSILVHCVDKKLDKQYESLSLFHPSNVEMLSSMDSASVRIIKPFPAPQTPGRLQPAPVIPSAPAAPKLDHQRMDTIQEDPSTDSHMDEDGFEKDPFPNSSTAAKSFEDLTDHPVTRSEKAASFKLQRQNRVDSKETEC
hcDAF12 agonist – H. contortus DAF-12 nuclear receptor activators, primary screen, cell-based, luminescence, HEK293, lit1-tk-luc reporter | HEK293 hcDAF-12 lit1-tk-luc reporter; 0% DMSO, 100% Δ7-dafachronic acid | activation, % at 6.8 µM | 1.4% of 370,000 active | AID 652067, 2013;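 active = activation above the mean of all tested compounds plus 3 SD, cut at about 5.5% in these data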;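 also: 100% = response to 3 µM Δ7-dafachronic acid high control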
ssDAF-12 act – S. stercoralis DAF-12 nuclear receptor activators, primary screen, cell-based, luminescence, HEK293, GRIP1 co-expression, lit1-tk-luc | Nuclear hormone receptor DAF-12 (Strongyloides stercoralis) | HEK293 ssDAF-12/GRIP1 lit1-tk-luc reporter; % of 3 µM dafachronic acid response | activation, % at 6.8 µM | 1% of 370,000 active | AID 652126, 2013;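 active = activation above the mean over all tested compounds plus 3 SD, cut at about 0.9% in these data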;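 also: 0% = DMSO-only wells and 100% = 3 µM delta7-dafachronic acid wells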
PLCg1 inh – PLC-gamma1 enzyme inhibitors, primary screen, biochemical, fluorescence, purified enzyme; 1-phosphatidylinositol 4,5-bisphosphate phosphodiesterase gamma-1 (Homo sapiens), P19174; fluorogenic substrate; inhibition, % at 12.2 µM; 0.84% of 370,000 active; in the data active = inhibition above about 9.5%
SMARCA2 act – SMARCA2 (BRM) function activators, primary screen, cell-based, luminescence, high throughput. MG213 cells, MMTV-luciferase reporter, dexamethasone, overnight. activation, % at 9.1 µM. 1% of 370,000 active. AID 652017, 2013; in the data active = activation above about 7.8%;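 also: 0% = vehicle wells and 100% = reference activator wells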
NR1D1 modulator – modulators of Rev-erb alpha DNA binding, primary screen, biochemical, FITC-DNA, fluorescence polarization, uHTS | AID 1259318, 2017 | 0.79% of 370,000 active | activity, % at 10 µM | Rev-erbα–FITC-DNA binding, 90 min | Nuclear receptor subfamily 1 group D member 1 (Homo sapiens), P20393;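 active = activity above about 14%, limit read from the data; passing the limit was not always enough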;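 also: 0% = DMSO wells with 35 nM protein and 100% = DMSO wells with 750 nM protein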
DAX1 inh-2 – DAX1 (NR0B1) inhibitors on StAR promoter, primary screen, cell-based, luminescence, SF-1 (NR5A1), full-length DAX-1; HEK293T StAR-luciferase reporter, SF-1/DAX-1 repression relief; inhibition, % at 6.8 µM; 1.1% of 370,000 active; AID 652010, 2013;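 active = inhibition above the mean over all tested compounds plus 3 SD, cut at about 3.6% in these data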;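 also: 0% = DAX-1 cells with DMSO and 100% = cells lacking DAX-1 with DMSO; higher inhibition means more luminescence from relief of DAX-1 repression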
hgDAF12 agonist – H. glycines DAF-12 receptor agonists, primary screen, cell-based, luminescence, HEK293, GAL4 fusion, UAS-luciferase | Nuclear hormone receptor DAF-12 (Heterodera glycines), GAL4 fusion | HEK293 GAL4-hgDAF12 UAS-luciferase reporter, agonist luminescence; normalized to butyrate control | activation, % at 6.8 µM | 1.8% of 370,000 active;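 active = activation above a cutoff set at the mean of all screened compounds plus 3 SD, cut at about 10% in these data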;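 also: 0% = DMSO wells and 100% = sodium butyrate wells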
MBD2 inh – inhibitors of MBD2 binding to methylated DNA, primary screen, biochemical, TR-FRET, DNA-binding domain, human; Methyl-CpG-binding domain protein 2 (Homo sapiens), Q9UBB5; MBD2 binding to methylated oligonucleotide; inhibition, % at 4.4 µM; 0.31% of 370,000 active; in the data active = inhibition above about 13%
PLCb3 inh – human PLC-beta3 inhibitors, primary screen, biochemical, fluorescence; 1-phosphatidylinositol 4,5-bisphosphate phosphodiesterase beta-3 (Homo sapiens), Q01970; Purified PLC-beta3, fluorogenic substrate; inhibition, % at 12.2 µM; 0.18% of 370,000 active; AID 720704, 2013; in the data active = inhibition above about 11%;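 also: 0% = median of compound wells on plate and 100% = full blocker control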
An asterisk follows results filed as active; x = not tested or not shown; & = joins results of further samples.

Values run as follows: DAX1 inh-1	ADAM17 inh	hcDAF12 agonist	ssDAF-12 act	PLCg1 inh	SMARCA2 act	NR1D1 modulator	DAX1 inh-2	hgDAF12 agonist	MBD2 inh	PLCb3 inh
1: C[C@@H]1CN([C@H](C)CO)C(=O)CCCn2nncc2CO[C@H]1CN(C)C(=O)c1ccc(N2CCN(C)CC2)cc1
  0.8	-3	1.6	-0.7	0	-5	-6	-0.1	0.5	12	-2
2: CC(C)(C)c1ccc(C(=O)Oc2ccc3c(c2)OCC3=O)cc1
  -0.8	1	0.9	-1.3	1	4	-2	-0.2	1.2	2	-3
3: COc1ccc(OC)c(-n2c(-c3ccn[nH]3)n[nH]c2=S)c1
  4.8*	0	-1.9	-0.5	0	-1	1	-0.4	-0.6	0	-5
4: CCCS(=O)(=O)N1CCC(C(=O)N2CCN(Cc3ccccc3)CC2)CC1
  -0.2	-1	-0.2	-1.0	-1	0	-1	0.1	2.6	5	3
5: COc1ccccc1Cc1c(-c2ccc(OC)c(OC)c2)nc2ccc(Cl)cn12
  x	-11	-1.9	-1.1	-27	-1	-8	-1.2	1.8	1	-44
6: COc1ccc(-n2cnnc2SCC(=O)Nc2cccc(S(=O)(=O)N3CCCCC3)c2)cc1
  -2.3	2	-3.1	-0.6	0	-2	4	-0.3	-4.5	2	0
7: CCOC(=O)/C(=C\Nc1ccccc1C(F)(F)F)Sc1ncc(C(F)(F)F)cc1Cl
  0.7	-2	-1.6	-1.6	1	1	2	0.0	1.6	-6	1
8: COc1ccc2c(C)cc(SC3CCOC3=O)nc2c1 (stereo not drawn)
  0.9	-3	5.5	0.3	-1	2	4	-0.4	-0.9	3	-3
9: CS(=O)(=O)c1ccc2nc(NC(=O)C3=NN(c4ccccc4)C(=O)CC3)sc2c1
  -0.3	-7	3.6	0.7	-2	-3	2	-0.3	2.4	4	-13
10: COCCn1c(SCc2cc(C(C)=O)ccc2OC)nc2cc(Cl)ccc2c1=O
  -1.2	-1	-0.5	-1.7	-2	-2	8	0.1	-2.7	1	4
11: Cc1oc(-c2ccc(Cl)cc2)nc1CS(=O)CC(=O)NCCN1CCCCCC1 (stereo not drawn)
  0.1	-3	-1.2	-0.6	0	2	3	1.2	-1.9	6	-16
12: COc1ccc(NC(=O)Nc2cccc3c2O[C@H](CN(C)C(=O)NC(C)C)[C@@H](C)CN([C@H](C)CO)C3=O)cc1
  0.6	-1	-1.5	-1.0	1	-1	-4	0.5	-1.7	-7	1
13: CC(=O)N1CCc2cc(S(=O)(=O)N3CCc4ccccc4C3)ccc21
  -0.4	2	-0.4	-1.2	9	-5	1	0.7	0.3	-9	5
14: Cc1cc(O)c(C(=O)/C=C/c2ccccc2)c(=O)o1
  0.1	-3	1.1	-0.5	-42	-2	3	0.2	2.1	-3	-76
15: O=C(NC1CCN(S(=O)(=O)c2ccccc2)CC1)c1ccccc1
  2.2	0	0.6	-1.1	3	2	7	0.5	0.8	1	-1
16: C/C(N)=C(/C#N)C(=O)COC(=O)C1Cc2ccccc2CN1S(C)(=O)=O (stereo not drawn)
  0.6&-1.0	-4&-7	-1.9&-1.4	-1.4&-0.7	1&-3	-3&-2	-1&-3	-1.0&0.2	0.4&1.0	1&3	-1&-4
17: CSCCNC(=O)C1(C)CCN1C(=O)C/C=C/c1ccccc1 (stereo not drawn)
  x	-2	1.8	1.2*	0	-2	5	-0.4	1.0	-4	4
18: O=C(O)CNS(=O)(=O)c1cc(Cl)c(Cl)cc1Cl
  2.5	0	-0.7	-1.0	3	0	-6	-0.1	-1.6	-7	0
19: O=C(CO/N=C/c1ccccc1OC(F)F)NCc1ccco1
  -0.1	-9	1.4	-1.7	-1	2	0	-0.2	2.6	0	-11
20: COC(Cn1c(-c2cccc(S(=O)(=O)N(C)C)c2)n[nH]c1=S)OC
  0.4	0	-0.7	-1.3	2	0	2	0.9	-0.2	0	-4
21: O=C(NN1C(=O)C2CC=C(Cl)CC2C1=O)c1ccncc1 (stereo not drawn)
  -0.1	2	-1.6	-1.3	0	2	11	0.0	-0.7	-1	-2
22: CCOC(=O)c1c(NC(=O)N/N=C/c2ccccc2OCC)sc(C(C)=O)c1C
  2.0	0	0.5	-1.0	-2	-1	-9	0.0	0.9	-5	2
23: Cc1cc(NC(=O)c2cc(CC(C)C)on2)no1
  -0.3	1	1.7	-0.4	4	3	1	1.0	6.5	3	2
24: Cc1cccc(NC(=O)c2ccc(C)c(S(=O)(=O)N3CCCCC3)c2)n1
  -1.9	-6	-1.1	-1.2	4	3	6	0.3	3.4	5	4
25: CCN(c1cccc(C)c1)S(=O)(=O)c1ccc2c(c1)N(C(C)=O)CCS2
  -0.9	2	-1.0	-1.5	4	2	-1	-0.6	-1.0	-1	-5
26: COc1ccc(-c2ccc3oc(-c4ccc(OC)cc4)c(C#CCO)c3c2)cc1
  -3.1	-34	-3.5	-2.1	-39	-3	0	-1.9	-5.8	1	-61
27: Cc1c(Cl)cccc1NS(=O)(=O)c1cccc2nsnc12
  -0.2	2	-1.0	-0.9	6	-1	5	0.1	1.7	-4	-3
28: CSc1nc(-c2ccccc2)nn1S(=O)(=O)c1ccc(Cl)cc1
  1.6	0	-0.3	-1.6	0	-2	-2	1.6	-0.3	1	-1
29: Oc1ccc(Cl)cc1CNCc1ccc(Cl)cc1
  0.3	-2	0.0	-0.5	-1	1	1	-0.3	-0.5	-4	-5
30: CCCN(C(=O)CSCc1c(C)noc1C)c1c(N)n(Cc2ccccc2)c(=O)[nH]c1=O
  -0.2	-8	-0.4	-0.8	-8	-3	2	1.6	0.2	-5	-8
31: O=C(CN1C(=O)NC2(CCCCCCC2)C1=O)Nc1cccc(Br)c1
  -1.0	9.4*	-1.2	-0.9	9	-1	1	1.2	-2.6	0	0
32: COc1ccc(C2NC(=O)N(C)C3=C2C(=O)CC(C)(C)C3)cc1OC (stereo not drawn)
  0.2	-2	0.7	-1.6	0	-3	-4	0.4	-0.4	2	0
33: CCOCCCNS(=O)(=O)c1ccc2c(c1)CCN2C(C)=O
  -1.6	-2	-2.4	-1.3	3	-3	4	-0.3	-4.6	4	2
34: Cn1cccc1/C=C1\SC(=S)N(NC(=O)c2cccc(Cl)c2)C1=O
  -1.3	4	-0.3	-0.8	-3	-4	7	0.3	0.9	0	-2
35: C=CC[C@H](CC(=O)N(CCO)Cc1ccccc1)C(=O)NCCOC(=O)[C@H](CC=C)CC(=O)OC(C)(C)C
  -0.3	-1	-1.0	-1.4	2	5	3	1.0	-1.1	4	4
36: Cc1ccc(S(C)(=O)=N/C=C2\C(=O)c3sccc3N(C)S2(=O)=O)cc1 (stereo not drawn)
  1.6	-2	-1.1	-1.8	-1	-5	-3	0.3	-0.8	3	-8
37: Nc1nonc1-c1nc2ccccc2n1CC(=O)O
  -1.2	-6	2.8	-0.6	-3	-1	0	0.1	0.5	3	-6
38: O=C(Cc1ccccc1F)NCC(c1ccco1)N1CCCCC1 (stereo not drawn)
  0.1	1	-0.9	-1.4	2	-2	-2	-0.1	0.4	3	2
39: C/C=C/C=C/C(=O)N1CC2(CC(c3cccc(NC(=O)/C=C/C)c3)=NO2)C[C@@H]1C(N)=O (stereo partly drawn)
  0.3	-2	-1.6	-0.9	-5	1	-12	-0.2	2.1	3	-3
40: COC(=O)N1C[C@H](OCCCOCc2ccccc2)[C@H]2C[C@@H]1c1ccccc1O2
  x	-3	-0.7	-0.6	1	-2	-6	0.3	0.3	1	1
41: CCOC(=O)/C(N)=C/c1ncc(C(F)(F)F)cc1Cl
  2.0	-7	-0.2	-1.2	-4	0	1	0.1	-2.2	-1	2
42: Cc1cccc(-n2ncc3c(N(C)C4CCCCC4)ncnc32)c1
  -3.0	0	-7.6	-3.1	2	-6	-2	-5.7	-18	3	2
43: CCCCC(=O)Nc1ccc(C(=O)NNC(=O)CCCOc2ccc(Cl)cc2Cl)cc1
  -1.6	-1	-2.4	-1.3	2	-5	8	-0.1	-2.0	2	2
44: COc1cccc(C(=O)NC2CCN(CC(=O)Nc3ccccc3Cl)CC2)c1
  -0.4	-3	-2.5	-1.3	0	1	-2	0.2	1.8	4	-8
45: NC(=O)c1c(NC(=O)c2ccccc2)sc2c1CCCC2
  4.4*	3	7.5*	2.1*	-25	6	1	1.8	14*	-3	-36
46: Cc1cc(C(F)(F)F)c2c(N)c(C(=O)NC3CC3)sc2n1
  1.0	-2	-2.1	-0.9	-44	-2	10	-4.9	1.6	-5	-44
47: CSCCC(NC(=O)c1ccc([N+](=O)[O-])cc1Cl)C(=O)OC1CCCCC1=O (stereo not drawn)
  0.6	2	-1.6	-1.5	0	-4	1	0.4	-1.2	-4	-6
48: O=C(CCc1ccc(S(=O)(=O)N2CCOCC2)cc1)OCC(=O)c1ccc(Br)cc1
  0.7	-5	0.8	-0.7	0	-2	-5	-0.3	3.1	-2	-7
